# Arr AP2 block: blocks beta-arrestin peptide binding to AP2 adaptin; 340,000 tested, 0.31% active; inhibition, % at 10 µM; AID 504490; FITC-arrestin peptide / GST-AP2 beads, flow cytometry; AP2 beta2 appendage carries R879A mutation;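 active means inhibition above a set limit, near 3 SD of compounds lacking own fluorescence, cut at about 54% in these data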;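 further: plate controls were DMSO wells for no effect and 5 µM unlabelled arrestin peptide for full effect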
#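 System: GST-tagged AP2 beta2-adaptin appendage (R879A) on 4 µm glutathione beads / Reagent: FITC-arrestin peptide, 50 nM / Detection: HyperCyt-sampled flow cytometry, FL1 channel, ex 488/em 535 nm / Timing: 12 min plus 1 h, RT / Buffer or medium: PBS plus Tween 20 (0.05%) and BSA (0.1%)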
# SR-BI DiI-HDL act: activators of SR-BI mediated HDL lipid uptake | CHO ldlA[mSR-BI] cells, DiI-HDL uptake fluorescence, 3 h; 100 = double the neutral-control signal | activation, % at 12.5 µM | 320,000 tested, 0.096% active | AID 504775;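 active means mean replicate activation of at least 60% and every replicate at or above 60%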;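 further: 0% = median plate neutral-control signal and 100% = twice that signal; values of inactives mirror those of a sister screen read the other way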
#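 System: LDL receptor-deficient CHO ldlA cells overexpressing murine SR-BI | Timing: 3 h uptake period with compound, 37 °C | Medium: HEPES-buffered (25 mM, pH 7.4) F12 plus 0.5% BSA | Dosing: Single-point compound dose | Signal: Bottom-read fluorescence, 550/595 nm | Read-out: Retained DiI signal reflecting DiI-HDL uptake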
# CDK5 inh: blocks human CDK5/p35 kinase activity. Recombinant CDK5/p35, ADP-Glo luminescence, 60 min. inhibition, % at 10 µM. 330,000 tested, 0.01% active. AID 488839;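 active means highest replicate inhibition of at least 50% and at least 75% of replicates reaching 50%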;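 further: plate controls were DMSO neutral control for no effect and GW8510 at 10 µM for full effect; many of its hits are not listed in these tables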
# Target sequence (Q00535 whole entry, looked up): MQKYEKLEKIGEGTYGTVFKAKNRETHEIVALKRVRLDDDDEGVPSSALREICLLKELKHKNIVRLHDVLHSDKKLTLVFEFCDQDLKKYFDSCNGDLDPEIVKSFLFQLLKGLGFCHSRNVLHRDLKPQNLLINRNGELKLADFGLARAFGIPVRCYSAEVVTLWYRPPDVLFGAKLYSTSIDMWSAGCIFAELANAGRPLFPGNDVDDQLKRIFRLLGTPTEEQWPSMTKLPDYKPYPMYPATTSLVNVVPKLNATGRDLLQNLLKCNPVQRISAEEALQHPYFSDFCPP
# Target sequence (Q15078 whole entry, looked up): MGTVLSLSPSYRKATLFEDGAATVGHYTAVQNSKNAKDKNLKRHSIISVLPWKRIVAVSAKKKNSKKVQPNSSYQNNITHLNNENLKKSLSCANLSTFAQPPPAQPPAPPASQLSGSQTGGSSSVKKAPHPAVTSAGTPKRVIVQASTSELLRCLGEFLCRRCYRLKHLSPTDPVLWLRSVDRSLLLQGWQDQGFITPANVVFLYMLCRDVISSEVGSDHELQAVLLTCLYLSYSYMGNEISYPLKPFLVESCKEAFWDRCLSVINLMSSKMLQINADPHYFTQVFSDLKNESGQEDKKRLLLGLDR
# dFosB activator: activators of mouse delta FosB homodimer. P13346. purified delta FosB, TAMRA-CDK5 oligo fluorescence polarization; percent of positive-control signal above neutral wells. activation, % at 25 µM. 340,000 tested, 0.99% active. AID 493131;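 active means mean activation above about 17%, with every replicate also reaching it, limit read from the data, passing the limit was not always enough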;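 further: fluorescence polarization rise as delta FosB binds a TAMRA Cdk5 AP-1 oligo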
# DSG3 Ab inh: human desmoglein-3 autoantibody binding inhibition. DSG3-coupled beads, scFv-anti-DSG3-GFP binding, flow cytometry; active compounds read low. 310,000 tested, 0.48% active. P32926. binding (percent of control), % at 10 µM;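 active means binding more than 3 SD below its plate's average and above zero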;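 further: hits lower antibody fragment binding to DSG3; some compounds called inactive have numbers as strong as hits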
# MITF TRPM1 HTS: MITF TRPM1 promoter activation in melanoma cells. SK-MEL-5 TRPM1-promoter luciferase, 24 h; % of positive control, neutral wells = 0. 300,000 tested, 0.75% active. activation, % at 12.5 µM. AID 588334;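 active means mean activation of at least 80% with every replicate also reaching 80%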;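 further: 0% = neutral control wells and 100% = parthenolide positive control wells; values of inactives mirror those of a sister screen read the other way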
# NSD2 inh: blocks human histone methyltransferase NSD2 | 310,000 tested, 0.54% active | inhibition, % at 12.5 µM | O96028 | NSD2 peptide methylation, AlphaScreen, 120 min; in the data active means inhibition above about 50%
# PKA-R2B act: activators of human PKA-R2B complex; PKA-R2B holoenzyme dissociation, Cy5-IP20 fluorescence polarization; R2B truncated from residue 108, S112A mutant; 0% DMSO only, 100% 113 µM cGMP; activation, % at 11.4 µM; 340,000 tested, 0.079% active; AID 504700;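 active means activation above a cutoff set at the mean over all compounds plus 3 SD, cut at about 18% in these data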;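 further: higher means more holoenzyme dissociation and a rise in polarization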
# Target sequence (P31323 whole entry, looked up, other chains not shown, the tested form may be a part): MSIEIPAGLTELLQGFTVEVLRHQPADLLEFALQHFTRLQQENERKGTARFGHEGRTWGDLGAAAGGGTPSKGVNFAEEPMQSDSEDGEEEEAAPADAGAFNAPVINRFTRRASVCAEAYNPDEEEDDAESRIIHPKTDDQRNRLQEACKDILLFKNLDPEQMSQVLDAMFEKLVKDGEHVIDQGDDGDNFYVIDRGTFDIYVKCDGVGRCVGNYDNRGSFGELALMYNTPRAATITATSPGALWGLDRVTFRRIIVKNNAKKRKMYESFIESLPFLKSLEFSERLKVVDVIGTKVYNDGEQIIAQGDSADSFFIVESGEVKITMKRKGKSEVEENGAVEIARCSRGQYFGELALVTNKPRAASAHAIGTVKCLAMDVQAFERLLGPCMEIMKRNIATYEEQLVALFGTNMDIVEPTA
# SR-BI DiI inh: blocks mouse SR-BI lipid uptake from DiI-HDL | 320,000 tested, 0.96% active | ldlA[mSR-BI] CHO cells, DiI-HDL uptake fluorescence, 3 h | Q61009 | inhibition, % at 12.5 µM;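 active means mean replicate inhibition of at least 70% and a set share of replicates each scoring 70 or more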;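 further: 0% = median of neutral control wells and 100% = median of positive control wells; values of inactives mirror those of a sister screen read the other way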
# Mot1-301 SUMO: inhibitors of SUMOylation pathway: yeast Mot1-301 growth rescue. S. cerevisiae Mot1-301 growth rescue, ATP luminescence, 38.5C; percent above DMSO median, 100 means doubled. 320,000 tested, 1% active. AID 2716. growth rescue, % at 18.8 µM;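 active means every valid replicate shows activation above 250% relative to neutral control wells; inactive means the rest, any valid replicate at or below 250%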;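 further: OY570 slx delta 5 strain wells were the positive control but not used for scaling; some compounds called inactive have numbers as strong as hits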
# PKA-R1A activ: activates the PKA-R1A holoenzyme complex. P00514+P68181. PKA-R1A dissociation, Cy5-IP20 fluorescence polarization; scaled: DMSO 0%, 113 µM cGMP 100%. activation, % at 11.4 µM. 340,000 tested, 0.083% active. AID 504707;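 active means percent activation above the mean of all tested compounds plus 3 SD, cut at about 19% in these data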;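 further: higher means more PKAc released from R1A so a rise in polarization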
# The depositor's hits bear a star; . = not tested or not shown.
mol	Arr AP2 block	SR-BI DiI-HDL act	CDK5 inh	dFosB activator	DSG3 Ab inh	MITF TRPM1 HTS	NSD2 inh	PKA-R2B act	SR-BI DiI inh	Mot1-301 SUMO	PKA-R1A activ
CNC(=O)C1CCN(S(=O)(=O)c2c(C)noc2/C=C/c2ccc(C)cc2)CC1	0	-49	-3.7	-3	99	.	.	-2	49	13	-1
COc1ccc(Cl)c(Cn2c(NCC(C)O)nc3c2c(=O)n(C)c(=O)n3C)c1 (configuration not stated)	-1	-2	1.5	2	99	-1	-1	-7	2	-5	3
Cc1ccc(CNC(=O)c2cc(S(=O)(=O)N3CCCCC3)ccc2N2CCOCC2)cc1	-6	-22	-0.2	-7	107	-5	-1	3	22	-22	-12
O=C(COC(=O)[C@H](Cc1ccccc1)NC(=O)c1cccs1)Nc1c(Cl)cccc1Cl	-10	11	-2.1	-10	103	1	3	-13	-11	-19	-3
COc1nc(N)c(S(=O)(=O)c2ccccc2)cc1C#N	-3	13	-1.2	-3	109	-12	1	4	-13	-15	-6
Cc1cccc(N2CCN(C(=O)C(C)C)CC2)c1C	8	-18	-4.1	-6	83	.	3	-2	18	298	1
COC(=O)C1=C(C)N(C)C(=S)NC1c1ccccc1 (configuration not stated)	47	43	3.3	3	99	18	-1	6	-43	-2	-2
COc1cc([N+](=O)[O-])cc(/C=N/NC(=O)Cn2cncn2)c1O	-6	53	-1.7	3	89	7	-13	-7	-53	-9	-2
COc1ccc(N(C)C(=O)c2cc3c(s2)-c2ccccc2OC3)c(OC)c1	7	-12	0.6	3	113	6	.	1	12	4	1
COc1ccc(/C=N/NC(=O)Cc2cc(OC)c(OC)cc2[N+](=O)[O-])cc1	12	.	-2.3	-6	105	3	-2	-3	.	159	-3
COCCNC(=O)CCCC(=O)NCCOC	11	3	-1.4	-5	102	-3	-4	-4	-3	-14	-16
COc1cc(NC(=O)c2ccccc2)c(OC)cc1Cl	6	-86	-1.8	2	115	-12	-6	2	86*	-27	-3
C=CCN(CC(=O)Nc1cccnc1)S(=O)(=O)c1ccc(Cl)cc1	5	-23	0.7	1	95	-3	7	-6	23	8	-13
COc1cc(-n2c(=O)c3ccccc3n(Cc3cccnc3)c2=O)cc(OC)c1OC	12	30	2.2	8	100	3	.	10	-30	-5	-1
Cc1ccc(-c2nn(-c3ccccc3)cc2/C=N/O)cc1	28	-9	1.3	-14	100	92*	20	7	9	-10	-6
Cn1nc(C(C)(C)C)cc1NC(=O)Nc1cc(Cl)cc(Cl)c1	-9	-4	-1.4	-13	99	.	-1	-6	4	-9	-5
Cc1ccccc1OCC(=O)NN1C(=O)C2C3C=CC(O3)C2C1=O (configuration not stated)	6	11	0.2	-10	98	9	1	-6	-11	2	-3
COc1ccccc1CNC(=O)COC(=O)c1ccc([N+](=O)[O-])o1	14	19	1.0	-3	95	-13	0	6	-19	-14	-7
CN(CCc1ccccc1)Cc1nc(-c2cnccn2)no1	-12	14	0.2	-2	94	-5	3	9	-14	-9	-7
CC1CCCN(C(=O)C2CCCN(S(=O)(=O)c3cccc4nsnc34)C2)C1 (configuration not stated)	-2	-12	-2.7	6	97	-2	2	-2	12	9	7
O=C(Nc1ccc(Cl)cc1)c1ccsn1	0	-3	-2.4	3	89	42	-3	7	3	2	15
COc1ccc(-n2nc3c(N4CCC(C(=O)NCC(C)c5ccccc5)CC4)nnc(C)c3c2C)cc1 (configuration not stated)	-6	-46	-1.9	-7	124	-69	-3	2	46	-11	6
CCCCN(C(=O)Oc1ccccc1)C1CCS(=O)(=O)C1 (configuration not stated)	15	8	-0.9	-11	.	.	-2	8	-8	7	-3
Cn1c(=O)n(Cc2ccccc2)c(=O)c2c1nc1n2CCCN1Cc1ccccc1	-9	18	-1.0	1	.	.	3	6	-18	-14	-9
O=C(CCN1CCN(c2ccccc2)CC1)N/N=C/c1ccc([N+](=O)[O-])o1	-9	-2	-0.3	-9	.	-53	12	-12	2	.	6
Cc1ccsc1/C=C(\C#N)C(=O)NCc1ccco1	-3	16	-1.5	5	100	21	-3	-2	-16	5	10
O=C(CCNS(=O)(=O)c1ccccc1C(F)(F)F)NCC(c1ccco1)N1CCCCC1 (configuration not stated)	0	19	-1.9	-9	104	-1	-1	-5	-19	10	-3
O=C(CSc1nnc(NC(=O)C2CCCCC2)s1)NCc1ccco1	-21	24	0.4	-5	105	10	-3	3	-24	-8	1
O=C(CNC(=S)N(Cc1ccccc1)Cc1cccnc1)NC1CCCC1	-18	34	1.2	-6	98	-6	-1	-2	-34	326	-6
Cn1c(-c2ccc(F)cc2)cnc1SCC(=O)NCc1ccco1	20	2	-0.1	-3	104	.	3	4	-2	6	-8
Cc1cccc(Sc2nc(-c3ccccc3)ncc2C(=O)O)c1	-10	29	-0.4	-4	95	-2	0	-7	-29	7	-1
C=CCn1c(C)cc(C(=O)CSc2nnc3n(CCC)c(=O)c4ccccc4n23)c1C	1	-5	-0.1	-5	97	-4	27	-11	5	.	5
CC(C)C(=O)NC(=S)Nc1ccc(CN2CCOCC2)cc1	42	-1	0.3	0	81	22	1	6	1	51	-4
COc1ccc(C(=O)N/N=C/C2CC=CCC2)cc1OC (configuration not stated)	-4	-15	-1.2	0	114	17	1	8	15	12	-2
COC(=O)c1ccc(C(=O)OC)c(NC(=O)COc2ccccc2OC)c1	-2	-32	1.7	-14	.	.	-4	-6	32	29	0
CCc1cccc(C)c1NC(=S)NCc1ccccc1	14	-33	2.7	-4	97	21	-2	8	33	-14	2
OCCn1c(-c2ccc(F)cc2)csc1=Nc1ccccc1	3	-1	-1.4	-3	.	4	14	1	1	239	-5
CCn1c(NCCc2ccc(OC)c(OC)c2)nc2c1c(=O)n(C)c(=O)n2C	0	-22	-1.7	-6	110	-9	-3	4	22	-1	-3
Oc1ccc(N=Nc2ccc(Br)cc2)c(O)c1	-16	16	0.4	6	.	57	11	-3	-16	13	-3
CCC/C(O)=C1\C(=O)CC(C)(C)CC1=NCCO	-2	31	0.7	8	110	-4	-3	-2	-31	-2	-1
O=c1c2sc3nc(N4CCOCC4)c4c(c3c2ncn1CCc1ccccc1)CCCC4	19	-36	2.7	-6	112	19	-1	2	36	2	-3
O=C(CSc1nnc(Cc2ccccc2)o1)Nc1cccc(F)c1	21	22	1.0	-3	104	3	-1	-5	-22	20	-5
O=C(CCS(=O)(=O)c1cc2c(cc1Cl)NC(=O)CO2)NCCc1ccccc1	2	4	0.4	3	101	5	-1	-4	-4	7	12
O=C(Nc1ccc(N2CCN(C(=O)c3ccccc3)CC2)c(Cl)c1)c1ccco1	1	-44	0.7	-4	99	-4	-1	-13	44	-14	-3
O=C(COC(=O)c1cccnc1Cl)NC1CCCc2ccccc21 (configuration not stated)	10	-5	1.4	-2	109	3	-1	-2	5	-19	9
O=[N+]([O-])c1cc(-c2nnc(C34CC5CC(CC(C5)C3)C4)o2)cc([N+](=O)[O-])c1	-5	-8	2.0	0	95	.	2	0	8	16	-5
COc1ccc(-c2cn[nH]c2-c2ccc(OCC(=O)NN)cc2O)cc1	9	10	-1.8	-7	100	-2	9	-7	-10	229	-2
O=C(O)c1cn(CCOc2ccccc2Cl)c2ccccc12	26	-3	0.0	1	98	-5	-2	-21	3	20	-6
O=C(O)c1ccc(/C=N/NC(=S)NCCN2CCOCC2)cc1	-8	-13	0.8	2	.	-8	-1	-1	13	4	-17
C[C@H](NC(=O)c1nc[nH]c1C(=O)N1CCN(c2ccccc2)CC1)C(=O)OC(C)(C)C	-6	16	0.2	6	104	0	.	-6	-16	5	-11
c1csc(Cc2nn3c(-c4ccncc4)nnc3s2)c1	3	-19	-0.1	-7	.	.	2	-3	19	1	-13
Cn1c(C(=O)NCCN2CCOCC2)cc2c(=O)n3ccccc3nc21	-1	-7	-3.4	-5	107	14	-2	-3	7	0	-5
COc1ccc(C=O)cc1CN1CCCN(Cc2ccccc2F)S1(=O)=O	4	12	2.5	-5	94	1	-1	-5	-12	-8	-4
Cc1ccc(-c2nc(CS(=O)(=O)CC(=O)N3CCN(C)CC3)c(C)o2)cc1	-13	11	.	-1	105	-12	1	-9	-11	-5	-11
O=C(OCc1c(-c2ccccc2)ncc2ccccc12)c1ccc(C(F)(F)F)cc1	-4	1	-0.8	-4	102	15	.	9	-1	-14	1
CN(C)/C(=N\S(=O)(=O)c1ccc(F)cc1)c1ccccc1	42	0	0.6	-3	90	5	-1	-4	0	4	2
COc1cc(OC)c(OC)cc1CN1CCCC(C(=O)c2ccccc2SC)C1 (configuration not stated)	1	13	-1.6	-2	.	-4	13	-12	-13	11	6
CCOc1cc(/C=N/NC(=O)c2cccs2)cc([N+](=O)[O-])c1O	14	-6	0.9	-7	99	2	3	0	6	.	-6
CC(=O)c1cccc(NC(=O)C2CCCCC2)c1	22	4	0.1	2	100	-3	-6	-8	-4	-16	-5
Cc1ccc2nc(NC(=O)COC(=O)CSc3nc(C)cc(C)n3)sc2c1	1	1	0.2	-9	97	40	1	5	-1	593	-3
Cc1occc1C(=O)N1CCCC(Nc2ccc(C(C)C)cc2)C1 (configuration not stated)	-9	22	0.1	-2	102	-2	5	-1	-22	279	-1
O=C(CSc1nc2ccccc2c(=O)n1-c1ccccc1F)N1CCOCC1	11	2	-1.3	-13	114	-6	2	-2	-2	16	5
CC(C)(C)c1ccc(NC(=O)Nc2ccc(F)cc2)cc1	-12	-45	-1.3	-14	.	65	3	.	45	16	.

# Source: PubChem (several laboratories)
